AmpC inh det: AmpC beta-lactamase inhibition, detergent assay; P00811; purified AmpC, nitrocefin hydrolysis with detergent; Potency, µM (highest dose often 28.7 µM), inactives show at the highest dose activity change, negative = inhibition; hit rate 0.09% among 71,000; AID 584; active = well fitted curve in the direction sought with a large enough effect
Target sequence (P00811 whole entry, looked up): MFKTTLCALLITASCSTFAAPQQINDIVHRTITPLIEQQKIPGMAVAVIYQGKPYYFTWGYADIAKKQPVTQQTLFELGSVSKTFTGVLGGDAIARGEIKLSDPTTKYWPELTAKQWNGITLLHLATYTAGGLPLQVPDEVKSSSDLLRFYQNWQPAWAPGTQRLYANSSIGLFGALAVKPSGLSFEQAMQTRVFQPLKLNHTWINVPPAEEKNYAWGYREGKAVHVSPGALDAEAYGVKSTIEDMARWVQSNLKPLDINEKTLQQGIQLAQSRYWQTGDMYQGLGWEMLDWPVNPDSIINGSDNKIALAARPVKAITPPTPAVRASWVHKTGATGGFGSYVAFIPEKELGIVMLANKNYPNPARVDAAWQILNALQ
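E. coli AmpC (5.3 nM) in 20 mM phosphate pH 7.0 with 0.01% Triton X-100, preincubated 15 min RT with compound; nitrocefin (2 uL of 800 uM stock) hydrolysis followed by 480 nm absorbance every 20 s over 4 min.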
Active calls of the source: *; & = joins results of further samples; [ ] = another dose, or the depositor's remark. % is scaled to controls: 0 for no effect and ±100 for the full control effect; potency is read from the fitted curve at half-maximal effect. These rows are one share of the data (hit frequency here may not be typical).

Screening CC(C)c1ccc2c(c1)c(SC(C)(C)C)c(CC(C)(C)C(=O)O)n2Cc1ccc(Cl)cc1 returned AmpC inh det -1%&-10%.
For CN[C@@H]1NC(=O)c2ccccc2N1Cc1ccc(F)cc1 the results were AmpC inh det -2%[5.75 µM].
`Cc1noc(C)c1S(=O)(=O)N1CCCC(C(=O)N2CCc3ccccc3C2)C1` (stereo not given) gave AmpC inh det 11%.
CN(C)c1ccc(Nc2nc(-c3cccnc3)cs2)cc1 was read as AmpC inh det -6%.
For O=C(O)c1ccc(CSc2nnc(-c3ccco3)o2)cc1 the results were AmpC inh det 9%.
c1cn(CC2(Cn3ccnc3)COC2)cn1 was read as AmpC inh det -3%.
CCOC(=O)C1[C@H]2C(=O)N(CCCOC)C[C@]23C=C[C@H]1O3 (stereo not given in full) was read as AmpC inh det -1%.
For Cn1cnc2c1c(=O)n(Cc1ccc(F)cc1Cl)c(=O)n2C the results were AmpC inh det -2%.
`COc1ccc(NC(=O)c2cc(-c3ccccc3OC)on2)cc1` gave AmpC inh det -4%.
`COc1cc(NC(=O)c2cccs2)ccc1NC(=O)c1ccco1` gave AmpC inh det -4%.
Screening CN(C)C(=O)NCc1ccc(S(N)(=O)=O)cc1 returned AmpC inh det -5%.
Screening CCc1ccc(NC(=O)CSc2nnc(-c3cnccn3)n2Cc2ccco2)cc1 returned AmpC inh det -6%.
`Cc1ccc(-c2nn3c(-c4ccco4)nnc3c3ccccc23)cc1S(=O)(=O)N1CCOCC1` gave AmpC inh det 9%.
O=C(c1scc2c1CCCC2)N1CCCCC1 was read as AmpC inh det -5%.
For c1cn(CCCNc2ncnc3nc[nH]c23)cn1 the results were AmpC inh det 9%.
CSc1ccccc1NC(=O)c1ccncc1 was read as AmpC inh det 1%.
COCCNC(=O)C(C#N)c1nc2ccccc2nc1N1CCCCCC1 (stereo not given) was read as AmpC inh det -2%.
`CC(C)C(OC(=O)c1cccs1)C(=O)NCc1cccs1` (stereo not given) gave AmpC inh det -2%.
For Cc1ccc(OCc2ccc(C(=O)Nc3nccs3)o2)cc1 the results were AmpC inh det 7%.
Cn1nnnc1SCC(=O)NC1CCCCC1 was read as AmpC inh det 9%.
For CCOC(=O)c1ccc(NC(=O)CSc2nc3c(c(=O)n2-c2ccccc2OC)SCC3)cc1 the results were AmpC inh det 11%.
`COc1cccc(C2C(C(=O)Nc3ccc(C)cc3C)=C(C)Nc3ncnn32)c1OC` (stereo not given) gave AmpC inh det 0%.
For CCCN1C(=O)C(NC(=O)c2ccncc2)(C(F)(F)F)C2=C1CC(C)(C)CC2=O (stereo not given) the results were AmpC inh det -2%.
Screening COc1c(O)ccc2c1CN1CCc3cc4c(cc3[C@@H]1C2)OCO4 returned AmpC inh det -4%[5.75 µM].
`O=C(c1cccc(F)c1)N1CCC2(CC1)CCN(C(c1ccccc1)c1ccccc1)CC2` gave AmpC inh det 0%.
`O=C1C(Cl)=C(N2CCCCC2)C(=O)N1c1ccccc1` gave AmpC inh det 8%.
`COc1cccc(-c2nn(C)c3sc(C(=O)NCc4ccccn4)cc23)c1` gave AmpC inh det 13%.
For CC1Cc2ccccc2N1C(=O)CSc1nc2ccccc2n1CC(=O)N1CCOCC1 (stereo not given) the results were AmpC inh det -5%.
For CC(C)C(NS(=O)(=O)c1cccs1)C(=O)NCCN1CCN(c2ccccc2)CC1 (stereo not given) the results were AmpC inh det 3%.
Screening COc1ccc2cc(CN(CCc3ccccc3)Cc3nnnn3Cc3ccco3)c(=O)[nH]c2c1 returned AmpC inh det 7%.
Screening COc1ccc(C2C(C(=O)N3CCOCC3)CCC(=O)N2c2cc(OC)c(OC)c(OC)c2)cc1 (stereo not given) returned AmpC inh det -1%.
`COc1ccc(-c2ccc(SCC(=O)N3CCOCC3)nn2)cc1` gave AmpC inh det -2%.
`COC(=O)c1cc(=O)nc2sc(-c3cccs3)nn12` gave AmpC inh det -3%.
`Cc1n[nH]c2ccccc2c1=O` gave AmpC inh det -2%[5.75 µM].
For CCn1nc(C(=O)OCc2c(C)noc2C)c2ccccc2c1=O the results were AmpC inh det -3%.
For CCOC(=O)C1CCN(Cc2nc(-c3ccc(OC)c(OC)c3)no2)CC1 the results were AmpC inh det -7%.
`O=C(c1cccs1)c1ccc(-c2cccs2)s1` gave AmpC inh det 9%.
Screening C[N+](C)(C)CCO returned AmpC inh det 1%.
CCCCCCn1c(SCC(C)C)nc2c1c(=O)[nH]c(=O)n2C was read as AmpC inh det -1%.
CCc1ccc2[nH]c(=O)c(CN(Cc3ccccc3OC)Cc3nnnn3Cc3ccco3)cc2c1 was read as AmpC inh det -4%.
Cc1cc(C)cc(NC(=O)CSc2nnc(Cn3c(=O)sc4ccccc43)n2C)c1 was read as AmpC inh det 9%.
`O=C(NCC1CCCO1)c1cccc(Br)c1` (stereo not given) gave AmpC inh det -3%.
For CCc1ccc(C=NC23CN4CN(CN(C4)C2)C3)s1 the results were AmpC inh det 2%.
Screening Nn1c(SCC(=O)N2CCCCC2)nnc1-c1ccncc1 returned AmpC inh det -3%.
`COc1cccc(Oc2c(C)oc3cc(OC(=O)N(C)C)ccc3c2=O)c1` gave AmpC inh det -2%.
`Cc1ccc(-c2cnc(-c3ccncc3)o2)cc1` gave AmpC inh det -4%.
For COc1ccc(CNc2nc3c(c(=O)n(Cc4ccc(F)cc4)c(=O)n3C)n2C)cc1 the results were AmpC inh det -5%.
`COC(=O)c1ccccc1NC(=O)N1CCN(S(=O)(=O)c2ccc(Cl)cc2)CC1` gave AmpC inh det -8%.
For COc1cc(C2=NOC(C(=O)N3CCN(c4ccc(F)cc4)CC3)C2)cc(OC)c1OC (stereo not given) the results were AmpC inh det -3%.
`c1ccc(-c2noc(C3CCCCC3)n2)nc1` gave AmpC inh det -7%.
CN1CCN(c2nc3nonc3nc2N2CCN(C)CC2)CC1 was read as AmpC inh det 1%.
`COc1cccc(C2CC(c3ccccc3Cl)n3ncnc3N2)c1` (stereo not given) gave AmpC inh det -5%.
`Cc1ccc(S(=O)(=O)C(C#N)c2nc3ccccc3nc2N2CC(C)OC(C)C2)cc1C` (stereo not given) gave AmpC inh det -4%.
Screening CCc1cccc(NC(=O)CCc2nc(-c3cccs3)no2)c1 returned AmpC inh det 9%.
Screening CCOC(=O)N1CCN(C(=O)C2c3cc(OC)c(OC)cc3C(=O)N3CCc4ccccc4C23)CC1 (stereo not given) returned AmpC inh det -6%.
COC(=O)c1ccccc1NC(=O)CN1CCC(n2nnc3cc(C)ccc32)CC1 was read as AmpC inh det 6%.
Screening COc1cc(C)c(Cl)c(C)c1S(=O)(=O)NCc1ccc2c(c1)OCO2 returned AmpC inh det -4%.
Screening Cc1cc(C)n(CCOc2ccc(Cl)cc2Cl)n1 returned AmpC inh det 11%.
For COc1ccc(OC)c(S(=O)(=O)N2C(C)CCCC2C)c1 (stereo not given) the results were AmpC inh det -1%.
COc1cccc(-c2noc(CCC(=O)Nc3cccnc3)n2)c1 was read as AmpC inh det -1%.
For COc1ccc(N2CCN(C(=O)c3ccc(-n4nc(C)cc4C)cc3)CC2)cc1 the results were AmpC inh det -1%.
CCOc1cc(C(=O)Nc2cc(C)on2)cc(OCC)c1OCC was read as AmpC inh det -5%.
Screening Cn1c(=O)c2c(nc(CN3CCN(c4ccccc4)CC3)n2CCc2ccccc2)n(C)c1=O returned AmpC inh det 0%.
For BrCC(Br)(Br)Br the results were AmpC inh det 8%.
`COc1cccc(-c2nnc(NC(=O)c3ccc(S(=O)(=O)N4CC(C)OC(C)C4)cc3)o2)c1` (stereo not given) gave AmpC inh det -4%.
For CN(Cc1ccco1)C(=O)C1CCC(=O)N1Cc1ccc(F)cc1 (stereo not given) the results were AmpC inh det -2%.
`CCCCSc1nc(C)c(CC(=O)OC)c(=O)[nH]1` gave AmpC inh det 6%.
Screening CCc1cc2c(=O)[nH]cnc2s1 returned AmpC inh det 2%.
CCCn1c(=NC(=O)c2ccco2)c(C(=O)OCC)cc2c(=O)n3ccccc3nc21 was read as AmpC inh det -2%.
Screening CCCCNC(=O)C1C2C=CC3(CN(Cc4ccccc4Cl)C(=O)C13)O2 (stereo not given) returned AmpC inh det 11%.
For CCCCc1oc2ccccc2c1C(=O)c1cc(I)c(OCCN(CC)CC)c(I)c1 the results were AmpC inh det 4%[12.8 µM].
For CC1(C)S[C@@H]2[C@H](NC(=O)Cc3ccccc3)C(=O)N2[C@H]1C(=O)O the results were AmpC inh det -3%[12.8 µM].
`O=c1cc(-c2ccccc2Cl)c2c([nH]1)CCC2` gave AmpC inh det 13%.
Screening O=C(C1CCN(Cc2cc(Cl)ccc2O)CC1)N1CCN(Cc2ccccc2)CC1 returned AmpC inh det -3%.
Cc1ccc2oc(=O)cc(CN3CCC(C)CC3)c2c1 was read as AmpC inh det -2%.
Screening COc1ccccc1-n1c(SCC(=O)N2CCCCC2)nc2cccnc21 returned AmpC inh det -2%.
Screening COc1cccc(C2CC(C(F)(F)F)n3ncc(C(=O)NCC4CCCO4)c3N2)c1 (stereo not given) returned AmpC inh det 8%.
Screening Cc1c(N=C2NC(=O)C(CC(=O)Nc3ccc(Cl)cc3)S2)c(=O)n(-c2ccccc2)n1C (stereo not given) returned AmpC inh det -4%.
Screening O=C(CC(Nc1ccccc1)C(=O)O)c1ccccc1 (stereo not given) returned AmpC inh det 13%.
Screening COc1ccc(CNC(=O)C2C3C=CC4(CN(Cc5cccnc5)C(=O)C24)O3)cc1 (stereo not given) returned AmpC inh det -2%.

Reprinted from the listing (13 entries):
Screening CCc1cc2c(=O)[nH]cnc2s1 returned AmpC inh det 2%.
CCCn1c(=NC(=O)c2ccco2)c(C(=O)OCC)cc2c(=O)n3ccccc3nc21 was read as AmpC inh det -2%.
Screening CCCCNC(=O)C1C2C=CC3(CN(Cc4ccccc4Cl)C(=O)C13)O2 (stereo not given) returned AmpC inh det 11%.
For CCCCc1oc2ccccc2c1C(=O)c1cc(I)c(OCCN(CC)CC)c(I)c1 the results were AmpC inh det 4%[12.8 µM].
For CC1(C)S[C@@H]2[C@H](NC(=O)Cc3ccccc3)C(=O)N2[C@H]1C(=O)O the results were AmpC inh det -3%[12.8 µM].
`O=c1cc(-c2ccccc2Cl)c2c([nH]1)CCC2` gave AmpC inh det 13%.
Screening O=C(C1CCN(Cc2cc(Cl)ccc2O)CC1)N1CCN(Cc2ccccc2)CC1 returned AmpC inh det -3%.
Cc1ccc2oc(=O)cc(CN3CCC(C)CC3)c2c1 was read as AmpC inh det -2%.
Screening COc1ccccc1-n1c(SCC(=O)N2CCCCC2)nc2cccnc21 returned AmpC inh det -2%.
Screening COc1cccc(C2CC(C(F)(F)F)n3ncc(C(=O)NCC4CCCO4)c3N2)c1 (stereo not given) returned AmpC inh det 8%.
Screening Cc1c(N=C2NC(=O)C(CC(=O)Nc3ccc(Cl)cc3)S2)c(=O)n(-c2ccccc2)n1C (stereo not given) returned AmpC inh det -4%.
Screening O=C(CC(Nc1ccccc1)C(=O)O)c1ccccc1 (stereo not given) returned AmpC inh det 13%.
Screening COc1ccc(CNC(=O)C2C3C=CC4(CN(Cc5cccnc5)C(=O)C24)O3)cc1 (stereo not given) returned AmpC inh det -2%.

Other entries follow.
Cc1c(N=Cc2nc3ccccc3n2C)c(=O)n(-c2ccccc2)n1C was read as AmpC inh det -5%.
Cc1ccc(-c2nnc(SCC(=O)N3CCN(c4ccccc4)CC3)o2)cc1 was read as AmpC inh det 4%.
COc1ccc([C@@H]2CC(=O)c3c(O)cc(O)cc3O2)cc1O was read as AmpC inh det -2%.
For CCOC(=O)CN1C(=O)C(=O)c2cccc(C)c21 the results were AmpC inh det 8%.
O=C(O)CSc1nnc(CNc2ccccc2Cl)n1-c1ccccc1 was read as AmpC inh det -2%.
Screening CCOC(=O)Cn1cnc2c(nnn2-c2ccc(OC)cc2)c1=O returned AmpC inh det -5%.
CCc1cccc(NC(=O)C2CCCC2)c1 was read as AmpC inh det 0%.
`CN1CCc2c(sc(NC(=O)c3ccc(S(=O)(=O)N4CCOCC4)cc3)c2C(N)=O)C1` gave AmpC inh det 6%.
Screening CC(C)Cc1cc(C(=O)N2CCN(c3ccc(F)cc3)CC2)no1 returned AmpC inh det 9%.
`COc1ccc(-c2nn(-c3ccccc3)cc2CO)cc1OC` gave AmpC inh det -1%.
Screening CC(C)(C)OC(=O)N1CCCC1C(=O)N1CCc2ccccc21 (stereo not given) returned AmpC inh det -5%.
N=C1[C@@H](O)[C@]2(I)c3ccccc3N3C(=N)[C@H](O)[C@@H]4c5ccccc5N1[C@@H]4[C@@H]32 was read as AmpC inh det -5%[5.75 µM].
For Cc1ccc(C2N(c3cccc(Cl)c3)C(=O)C3CCCN32)o1 (stereo not given) the results were AmpC inh det 7%.
Screening Cc1ccc(Nc2nc(N3CCOCC3)nc(N3CCOCC3)n2)cc1 returned AmpC inh det 4%.
For O=C1OCCC1Sc1nc2ccccc2n1-c1ccccc1 (stereo not given) the results were AmpC inh det -4%.
CCN(CC(=O)Nc1ccccc1OC)C(=O)C1CC2C=CC1C2 (stereo not given) was read as AmpC inh det -2%.
For O=C(CN1CCN(Cc2ccc3c(c2)OCO3)CC1)N1CCc2[nH]c3ccc(F)cc3c2C1 the results were AmpC inh det -3%.
For CCOC(=O)CNc1nc(C#N)nc(N2CCOCC2)n1 the results were AmpC inh det -2%.
Screening CCc1sc(C(=O)Nc2ccsc2C(=O)OC)cc1Br returned AmpC inh det 1%.
`CCCC[C@@H]1C[C@H]1C(NC(=O)c1cccnc1)c1ccc(-c2ccccc2)cc1` (stereo not given in full) gave AmpC inh det -2%.
O=C(c1ccco1)N1CCC[C@@]2(CCN(c3ccccn3)C2)C1 was read as AmpC inh det -2%.
COc1ccccc1OCCSc1nc2ccccc2c(=O)[nH]1 was read as AmpC inh det 5%.
Screening Cn1c(=O)oc2cc(S(=O)(=O)NCCC(=O)NCCc3ccc(Cl)cc3)ccc21 returned AmpC inh det -3%.
N/C(CN1CCCC1=O)=N\O was read as AmpC inh det -4%.
For O=C(O)CCC(=O)c1ccc2ccc3cccc4ccc1c2c34 the results were AmpC inh det -4%[5.75 µM].

Screens (PubChem)
